AT treatment – qHTS Assay for Identifying a Potential Treatment of Ataxia-Telangiectasia. 0.19% of 320,000 active. […] A-T fibroblasts, KAP-1 phosphorylation AlphaLISA; neocarzinostatin DNA damage 30 min before lysis. Potency, µM (doses to about 57.5 µM), for inactives: at the top dose activation, usual class: activators; note: potency is the fitted concentration of half-maximal effect; % of control where 0% means no effect; nearly all actives have a fitted effect of over 45% in size
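hTERT-immortalized A-T patient fibroblasts ([…]), 500 cells/well in OPTI-MEM, 1% FBS, got compounds for 60 min, then NCS for 30 min at 37C. Lysates were then assayed for phospho-KAP-1 by AlphaLISA (anti-pKAP1 donor, anti-KAP1 acceptor beads), 6 hr at 25C.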
a7 integrin act – qHTS for Activators of Integrin-Mediated Alleviation for Muscular Dystrophy; Potency, µM (highest dose often 38.3 µM), for inactives: top-dose activation, usual class: activators; alpha7betagal myoblasts, beta-gal FDG fluorescence, 48 h; 0.064% of 350,000 active;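 note: potency is the fitted concentration of half-maximal effect; 100% = response of the positive control SU9516; nearly all actives have a fitted effect of over 60% in size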
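alpha7betagal+/- myoblasts (passage 13, 250/well) treated 48 h at 37C with compounds at 1:260 dilution of DMSO stock. Lysed, then beta-galactosidase activity read as FDG fluorescence (ex 480/em 540) after 30 min, with pre-read for autofluorescence.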
KCNH2 3.1 inh – qHTS for Inhibitors of KCHN2 3.1: Mutant qHTS; 0.95% of 340,000 active; activity change, % (tested at about 1.8 µM); Potassium voltage-gated channel subfamily H member 2, brain isoform KCNH2 3.1 (human); U2OS KCNH2 3.1, thallium flux FluxOr; stronger effect = lower value;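 active = maximum activity change below -70%; inconclusive = maximum activity change from -70% to -50%; inactive = maximum activity change above -50%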;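 note: thallium influx rate constant from kinetic fluorescence after stimulation buffer; % is set by controls: 0 for no effect and ±100 for the full control effect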
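Thallium flux read-out: FluxOr dye with Red40 quencher in HBSS/HEPES, 45 min at RT. Rate constants from kinetic reads were normalized to positive and negative DMSO controls. Cells: U2OS virally expressing the 3.1 isoform.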
MLL CXXC-DNA inh – qHTS Fluorescence Polarization Assay for Inhibitors of MLL CXXC domain - DNA interaction. Histone-lysine N-methyltransferase 2A (Homo sapiens), Q03164. MLL-CXXC / FITC-HOXA9 DNA fluorescence polarization. Potency, µM (titrated, usually from 115 µM), without a hit: at the top dose activity change, negative = inhibition, usual class: inhibitors. 0.037% of 290,000 active. AID 2662, 2010; active = well fitted inhibition curve with a large enough effect in the polarisation, with a control signal flat, not every such curve was filed as active; inconclusive = small, poorly fitted or top-dose-only effect, or effect the other way, or a change in a side signal; inactive = no such curve, though single readings can be large or run the other way; the % refers to the polarisation; note: potency is the fitted concentration of half-maximal effect
Target sequence (Q03164 whole entry, looked up, the tested form may be a part): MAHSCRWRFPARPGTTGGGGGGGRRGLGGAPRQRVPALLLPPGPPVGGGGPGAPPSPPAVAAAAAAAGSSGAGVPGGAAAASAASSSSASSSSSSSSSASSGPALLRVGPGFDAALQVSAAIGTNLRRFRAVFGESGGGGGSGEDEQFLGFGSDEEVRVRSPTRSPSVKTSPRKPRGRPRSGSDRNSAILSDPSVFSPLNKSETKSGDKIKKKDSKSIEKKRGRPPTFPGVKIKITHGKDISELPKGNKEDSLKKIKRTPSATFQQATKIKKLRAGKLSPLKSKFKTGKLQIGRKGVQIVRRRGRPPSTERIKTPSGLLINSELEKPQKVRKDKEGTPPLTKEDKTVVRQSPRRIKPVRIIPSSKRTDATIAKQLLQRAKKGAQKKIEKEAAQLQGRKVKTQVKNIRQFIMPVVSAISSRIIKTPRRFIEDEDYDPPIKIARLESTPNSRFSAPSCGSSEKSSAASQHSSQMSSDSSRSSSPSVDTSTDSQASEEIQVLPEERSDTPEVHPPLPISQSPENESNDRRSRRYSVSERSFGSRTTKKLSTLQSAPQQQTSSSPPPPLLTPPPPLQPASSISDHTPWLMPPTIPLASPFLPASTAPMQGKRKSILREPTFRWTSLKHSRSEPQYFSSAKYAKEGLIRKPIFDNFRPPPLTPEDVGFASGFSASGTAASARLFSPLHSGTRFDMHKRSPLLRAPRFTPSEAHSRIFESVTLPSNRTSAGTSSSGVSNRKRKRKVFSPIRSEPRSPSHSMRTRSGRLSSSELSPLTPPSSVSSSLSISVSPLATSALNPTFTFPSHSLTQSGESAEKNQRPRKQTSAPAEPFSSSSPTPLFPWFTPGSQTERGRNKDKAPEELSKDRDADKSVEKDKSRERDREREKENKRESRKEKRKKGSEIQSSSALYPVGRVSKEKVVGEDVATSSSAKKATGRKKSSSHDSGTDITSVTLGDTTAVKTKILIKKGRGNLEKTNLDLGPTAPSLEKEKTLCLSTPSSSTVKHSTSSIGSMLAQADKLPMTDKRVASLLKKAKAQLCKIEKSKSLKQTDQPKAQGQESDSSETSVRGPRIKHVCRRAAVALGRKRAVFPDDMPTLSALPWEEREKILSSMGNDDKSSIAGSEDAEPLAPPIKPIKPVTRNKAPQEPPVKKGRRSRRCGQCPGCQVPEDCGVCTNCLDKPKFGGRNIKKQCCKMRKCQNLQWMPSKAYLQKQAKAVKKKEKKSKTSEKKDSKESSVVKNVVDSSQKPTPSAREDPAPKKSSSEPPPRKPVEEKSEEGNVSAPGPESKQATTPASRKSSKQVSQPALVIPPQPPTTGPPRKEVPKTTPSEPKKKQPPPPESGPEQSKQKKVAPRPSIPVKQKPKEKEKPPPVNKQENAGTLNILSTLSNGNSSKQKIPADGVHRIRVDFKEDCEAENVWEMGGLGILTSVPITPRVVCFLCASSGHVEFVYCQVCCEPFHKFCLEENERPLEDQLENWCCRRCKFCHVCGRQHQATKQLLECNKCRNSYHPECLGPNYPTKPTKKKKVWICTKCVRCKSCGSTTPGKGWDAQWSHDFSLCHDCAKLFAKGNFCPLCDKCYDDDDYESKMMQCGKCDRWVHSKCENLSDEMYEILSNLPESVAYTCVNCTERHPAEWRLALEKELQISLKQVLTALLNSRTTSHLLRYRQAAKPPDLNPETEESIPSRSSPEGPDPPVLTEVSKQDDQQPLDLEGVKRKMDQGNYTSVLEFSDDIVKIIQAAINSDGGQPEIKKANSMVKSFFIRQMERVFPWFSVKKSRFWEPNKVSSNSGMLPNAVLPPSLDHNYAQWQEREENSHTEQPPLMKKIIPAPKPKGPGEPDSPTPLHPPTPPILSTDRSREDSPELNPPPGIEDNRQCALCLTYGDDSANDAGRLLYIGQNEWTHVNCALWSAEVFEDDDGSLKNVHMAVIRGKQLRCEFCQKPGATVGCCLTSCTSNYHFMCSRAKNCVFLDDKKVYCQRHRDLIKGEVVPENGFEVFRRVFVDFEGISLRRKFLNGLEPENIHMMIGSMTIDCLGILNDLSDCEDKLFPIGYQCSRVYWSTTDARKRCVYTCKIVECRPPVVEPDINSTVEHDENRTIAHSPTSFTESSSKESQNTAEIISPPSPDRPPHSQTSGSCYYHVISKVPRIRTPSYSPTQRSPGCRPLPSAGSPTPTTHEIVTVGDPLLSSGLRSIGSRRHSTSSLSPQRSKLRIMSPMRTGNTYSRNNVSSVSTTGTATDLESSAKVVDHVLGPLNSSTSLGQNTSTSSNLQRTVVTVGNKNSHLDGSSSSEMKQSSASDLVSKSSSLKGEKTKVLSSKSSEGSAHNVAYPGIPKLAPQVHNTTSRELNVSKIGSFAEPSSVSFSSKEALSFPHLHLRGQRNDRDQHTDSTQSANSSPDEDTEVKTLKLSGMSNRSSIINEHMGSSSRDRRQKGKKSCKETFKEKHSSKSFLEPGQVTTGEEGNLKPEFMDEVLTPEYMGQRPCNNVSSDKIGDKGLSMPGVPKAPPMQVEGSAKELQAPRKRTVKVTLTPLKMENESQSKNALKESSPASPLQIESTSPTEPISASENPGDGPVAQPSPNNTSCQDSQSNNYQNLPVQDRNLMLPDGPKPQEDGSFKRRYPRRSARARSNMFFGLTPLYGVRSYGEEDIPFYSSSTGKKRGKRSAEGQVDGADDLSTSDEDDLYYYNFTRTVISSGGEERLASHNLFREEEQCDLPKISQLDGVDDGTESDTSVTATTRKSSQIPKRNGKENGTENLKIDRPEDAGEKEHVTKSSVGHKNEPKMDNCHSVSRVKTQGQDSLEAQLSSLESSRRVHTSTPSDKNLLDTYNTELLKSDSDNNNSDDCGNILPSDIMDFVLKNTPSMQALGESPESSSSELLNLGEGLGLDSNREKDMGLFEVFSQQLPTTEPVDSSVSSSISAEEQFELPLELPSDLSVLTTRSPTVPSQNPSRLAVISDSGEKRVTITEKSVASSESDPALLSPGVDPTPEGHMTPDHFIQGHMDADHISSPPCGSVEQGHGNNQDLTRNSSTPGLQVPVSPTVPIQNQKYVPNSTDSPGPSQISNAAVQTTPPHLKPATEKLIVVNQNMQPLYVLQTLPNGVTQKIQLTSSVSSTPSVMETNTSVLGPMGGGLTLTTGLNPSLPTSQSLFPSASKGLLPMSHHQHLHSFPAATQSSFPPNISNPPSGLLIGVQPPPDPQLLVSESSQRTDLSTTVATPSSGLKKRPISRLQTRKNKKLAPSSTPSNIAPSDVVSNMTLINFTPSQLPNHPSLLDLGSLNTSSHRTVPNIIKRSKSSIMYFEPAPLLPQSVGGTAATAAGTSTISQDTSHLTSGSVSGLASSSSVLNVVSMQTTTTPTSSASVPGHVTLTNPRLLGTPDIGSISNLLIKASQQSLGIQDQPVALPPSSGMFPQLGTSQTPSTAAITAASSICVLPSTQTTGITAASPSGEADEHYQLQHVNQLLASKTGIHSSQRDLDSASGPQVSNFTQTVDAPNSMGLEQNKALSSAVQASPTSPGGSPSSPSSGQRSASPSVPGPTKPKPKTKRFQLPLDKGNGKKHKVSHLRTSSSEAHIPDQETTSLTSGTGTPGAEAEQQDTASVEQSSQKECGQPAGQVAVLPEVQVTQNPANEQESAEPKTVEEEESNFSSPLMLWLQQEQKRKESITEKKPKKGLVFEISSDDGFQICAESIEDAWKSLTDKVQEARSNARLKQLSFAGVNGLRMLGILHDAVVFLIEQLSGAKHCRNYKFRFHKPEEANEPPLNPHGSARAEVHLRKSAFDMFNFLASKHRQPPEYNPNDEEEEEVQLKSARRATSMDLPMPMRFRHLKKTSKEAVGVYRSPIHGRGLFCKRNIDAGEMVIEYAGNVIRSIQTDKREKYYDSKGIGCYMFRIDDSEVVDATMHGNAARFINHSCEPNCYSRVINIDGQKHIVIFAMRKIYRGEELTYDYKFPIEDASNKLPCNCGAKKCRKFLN
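Steps: dispense CXXC domain solution (7 uM) → pin compounds or unlabeled HOX-A9 DNA control → 5 min ambient → add FLSN-HOX-A9 solution (50 nM) → spin → 30 min ambient → fluorescence polarization. Tris pH 7.5/NaCl/DTT/BSA buffer.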
TRPV1 ag – HTS Assay for Compounds that Act as Agonists of the Vanilloid Receptor 1; 0.19% of 320,000 active; AID 540275, 2011; TRPV1-expressing cells, Fluo-8 calcium influx, agonist mode; activation, % at 8.33 µM; Transient receptor potential cation channel subfamily V member 1 (Homo sapiens), Q8NER1; in the data active = activation above about 80%; inconclusive = between about 30% and that limit; note: 0% is about no effect
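Cells expressing TRPV1 were dye-loaded with Fluo-8 and read kinetically: 10 s baseline, 3 min after compound (agonist portion), then 2 min after EC20 capsaicin (allosteric enhancer portion). Calcium-bound dye fluorescence at 480/520 nm.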
ASM inhibitor – Inhibitors of Secretory Acid Sphingomyelinase (S-ASM): qHTS. 0.006% of 340,000 active. Potency, µM (series often up to 57.5 µM), without a hit: at the highest dose activity change, negative = inhibition, most hits filed as inhibitors. AID 504937, 2011. Sphingomyelin phosphodiesterase (Homo sapiens), P17405. placental ASM, HMU-PC fluorogenic substrate, 60 min; note: potency is the fitted concentration of half-maximal effect
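Human placenta-derived ASM preincubated with compound 10 min at room temperature, then reacted with 9 uM (final) fluorogenic HMU-PC substrate for 60 min at 37 C. Stop solution raises pH to 10; fluorescence read at Ex 386/Em 447 nm.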
KCNH2 WT inh – qHTS for Inhibitors of KCHN2 3.1: Wildtype qHTS; Voltage-gated inwardly rectifying potassium channel KCNH2 (Homo sapiens), Q12809; U2OS, BacMam KCNH2, thallium flux FluxOr; stronger effect = lower value; activity change, % at 1.84 µM; 0.37% of 340,000 active;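 active = maximum activity change below -70%; inconclusive = maximum activity change between -70% and -50%; inactive = maximum activity change above -50%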; note: % is set by controls: 0 for no effect and ±100 for the full control effect
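U2OS cells transduced with wild-type KCNH2 virus are loaded with FluxOr dye for 45 min, and thallium flux is measured in kinetic reads before and after stimulation buffer. Rate constants are normalized to DMSO controls.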
GALK inh – qHTS Assay for Inhibitors of Human Galactokinase (GALK) | AID 1868, 2009 | Purified GALK, Kinase-Glo residual ATP luminescence | 0.007% of 270,000 active | P51570 | Potency, µM (doses to about 57.5 µM), inactives show at the highest dose activity change, negative = inhibition, actives largely listed as inhibitors; note: potency is the fitted concentration of half-maximal effect; % is set by controls: 0 for no effect and ±100 for the full control effect
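Galactose (100 uM) and ATP (35 uM) were turned over by 5 nM GALK for 1 h at RT. Kinase-Glo Plus then converted the remaining ATP into a luminescent signal.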
MBNL1-CUG inh – qHTS Assay for Inhibitors of MBNL1-poly(CUG) RNA binding; TR-FRET MBNL1-His/biotin-(CUG)12 binding, 665/545 ratio; AID 2675, 2010; Muscleblind-like protein 1 (Homo sapiens), Q9NR56; Potency, µM (titrated, usually from 57.5 µM), for inactives: top-dose activity change, negative = inhibition, most hits filed as inhibitors; 0.036% of 280,000 active; active = well fitted inhibition curve with a large enough effect in the signal ratio, with a control signal flat, not every such curve was filed as active; inconclusive = small, poorly fitted or top-dose-only effect, or effect the other way, or a change in a side signal; inactive = no such curve, though single readings can be large or run the other way; the % refers to the signal ratio; note: potency is the fitted concentration of half-maximal effect; % is set by controls: 0 for no effect and ±100 for the full control effect
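MBNL1-His + Biotin-(CUG)12, cpd titration 92 nM–58 uM; Tb anti-His Ab 0.055 ng/ul, SA-XL665 5 nM (final); 60 min RT; ratiometric 665/545 nm, Ex 340 nm; normalized to buffer and full-complex controls.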
Coupling enz – qHTS Assay for Inhibitors of Fructose-1,6-bisphosphate Aldolase from Giardia Lamblia: Coupling assay counterscreen; activity change, negative = inhibition, % at 58.2 µM, hits read low; coupling enzyme system counterscreen, AmpLite Red fluorescence; 0.67% of 290,000 active; AID 2472, 2010; in the data active = activity change below about -30%; note: % is set by controls: 0 for no effect and ±100 for the full control effect
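Compounds tested against the coupling enzymes alone at 57.5 uM final; readout was AmpLite Red fluorescence (525/598 nm) after 20 min at RT.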
* hit, by the source's call; ? = inconclusive; · = no result given; [ ] = dose if it differs, or a comment. Unless noted, calls come from the whole dose curve; as a rule, active = well fitted curve in the direction sought with a large enough effect; inconclusive = small, poorly fitted or top-dose-only effect, or another doubt; inactive = no such curve, though single readings can be large; an effect the other way counts as inactive or inconclusive.

SMILES | AT treatment | a7 integrin act | KCNH2 3.1 inh | MLL CXXC-DNA inh | TRPV1 ag | ASM inhibitor | KCNH2 WT inh | GALK inh | MBNL1-CUG inh | Coupling enz
COc1cccc(C=NNc2nnc(NN=Cc3cccc(OC)c3OC)c3ccccc23)c1OC | · | 23% | 2 | · | · | -9% | 5 | · | · | ·
CC(=O)Nc1ccc(NC(=O)CN2CCN(c3cccc(C(F)(F)F)c3)CC2)cc1 | -1% | 10% | -15 | 4% | -2 | -2% | 5 | -2% | -2% | 1
N#C/C(=C\c1ccc(O)c(O)c1)C(=O)Nc1cccc2ncccc12 | -6% | -30% | -1 | 66%[activator] | 1 | 332%[activator] | 3 | -6% | ? | -4
O=C(COC(=O)c1cnc(Cl)c(Cl)c1)Nc1ccc(S(=O)(=O)N2CCCC2)cc1 | -3% | 3% | -97* | -12% | 9 | -10% | 18 | 1% | 3% | 3
CC12CC(NC(=O)N1c1cccc(C(=O)N3CCCCC3)c1)c1ccccc1O2 (configuration not stated) | 5% | -20% | 5 | 9% | 1 | 3% | 0 | -6% | 1% | ·
NC(=S)c1cnn2c(-c3cccc(C(F)(F)F)c3)ccnc12 | -7% | 18% | -6 | -19% | -9 | -2% | 6 | -1% | 10% | 1
Cc1cccnc1NC(=O)Nc1cccc2ccccc12 | 1% | 12% | 27 | 17% | -2 | 2% | 14 | -2% | 1% | -8
O=C(CCc1ccccc1)NNC(=O)c1ccco1 | -5% | 5% | 0 | 1% | 0 | -1% | -16 | 1% | -7% | 2
Cc1ccc(NC(=O)OC(C)N2CCCCC2)cc1NC(=O)OC(C)N1CCCCC1 (configuration not stated) | · | -57%[inhibitor] | -3 | · | · | -2% | 0 | · | · | ·
CCN1C(=O)CC(NCc2ccc3c(c2)OCO3)C1=O (configuration not stated) | · | 32% | -8 | -3% | -7 | 5% | 23 | 3% | 8% | 0
O=C1CC(c2ccccc2)=Nc2ccc(Br)cc2N1 | -3% | ? | 4 | 6% | 4 | -2% | 1 | -2% | 1% | 3
Cc1ccc(C(=O)NCCN2C3=NC[C@H](C)N3C[C@H]2Cc2ccc(O)cc2)cc1Br | -2% | -21% | -16 | -21% | 4 | 9% | -9 | 3% | -13% | 2
Cc1cc(=O)oc(C)c1C(=O)N1CCc2c([nH]c3ccccc23)C1C(C)C (configuration not stated) | 13% | 12% | 4 | -5% | · | -3% | 13 | 2% | -3% | -2
CN(C)c1nc(SCc2ccccc2Cl)nc2c1CCCC2 | 17% | 3% | -4 | -2% | 7 | -4% | 1 | 0% | 1% | 0
COc1ccccc1NS(=O)(=O)c1cc(NC(=O)c2ccc3c(c2)OCCO3)ccc1C | 4% | 9% | -5 | -4% | 6 | -3% | 1 | 2% | -6% | 0
CCc1ccc(C(C(=O)NC2CCCCC2)N(C(=O)c2csnn2)C2CC2)cc1 (configuration not stated) | 4% | -19% | 6 | -7% | ? | 1% | -3 | -2% | -1% | 0
CCOCCCNC(=O)CCNS(=O)(=O)c1ccc(C)cc1 | 7% | -3% | -4 | 7% | 4 | -1% | -10 | 0% | -13% | 0
C[C@H](CO)N1C[C@H](C)[C@@H](CN(C)CC2CC2)Oc2c(NC(=O)C3CC3)cccc2C1=O | · | 9% | 42 | · | · | 6% | 1 | · | · | ·
O=C1CSC2=NCN(c3ccccc3)CN12 | 7% | 11% | 4 | 4% | 19 | 1% | -14 | -2% | 5% | 0
CCOC(=O)[C@@H]1[C@H]2COc3ccccc3[C@H]2N2C(=O)N(c3ccc(C)cc3)C(=O)[C@]12C | -2% | 11% | 11 | 1% | 2 | -5% | -5 | · | -3% | 1
Cc1ccc(/C=N/n2c(C)cc(C)c(C#N)c2=O)o1 | -2% | -20% | -12 | -2% | -1 | 2% | -1 | 3% | 13% | 3
Nc1ccc2oc(-c3cccc4ccccc34)nc2c1 | 9% | -4% | -11 | ? | 6 | -21% | 8 | -1% | 22% | -1
Cc1ccc(-n2cc(S(=O)(=O)c3ccc(C)cc3)[nH]c2=O)cc1 | -7% | 19% | 1 | 20% | ? | 2% | 2 | 2% | -3% | 1
CC1(C)CC(N2CCN(Cc3ccccc3)CC2)=CC(=[N+]2CCCCC2)C1 | -9% | -72%[inhibitor] | 37 | -6% | 1 | 3% | -3 | -1% | 2% | 1
NS(=O)(=O)c1ccc(CNC(=O)C(c2ccccc2)c2ccccc2)cc1 | 1% | 2% | -3 | 0% | -1 | 0% | 3 | -3% | -6% | 3
Cc1ccc(NC(=O)c2ccc(Cn3cc(Cl)cn3)o2)c(C)c1 | 7% | · | · | -3% | 6 | · | · | 2% | 0% | 3
COCCn1c(N)c(Sc2ccccc2[N+](=O)[O-])c(=O)[nH]c1=O | 7% | ? | -4 | -7% | 0 | 3% | -7 | -1% | ? | 0
CCCn1c(N)c(N(CCOC)C(=O)c2cc3c(s2)CCC(CC)C3)c(=O)[nH]c1=O (configuration not stated) | 8% | -21% | -6 | · | 2 | -1% | -18 | · | · | ·
NC(=O)C1CCN(C2CC(=O)N(c3ccc(F)c(Cl)c3)C2=O)CC1 (configuration not stated) | -4% | 12% | 8 | -15% | -7 | 0% | 12 | 3% | 7% | 1
Cc1cc(C)c[n+](C(C)C(=O)c2ccc(-c3ccccc3)cc2)c1 (configuration not stated) | 2% | -42%[inhibitor] | -5 | 5% | -2 | -1% | 0 | 0% | 3% | 1
COc1ccc(CNC(=O)COC(=O)Cc2ccc(Br)cc2)cc1 | 4% | 1% | 9 | · | · | -1% | -8 | · | · | ·
Cc1c(NC(=S)N/N=C/c2cc([N+](=O)[O-])ccc2O)c(=O)n(-c2ccccc2)n1C | -11% | -20% | -8 | -3% | · | -1% | -12 | -2% | · | 9
CCC(C)N=CC1=C(O)C(C(=O)OC)C(C)(C)CC1=O (configuration not stated) | · | -4% | 27 | 5% | -1 | 1% | 13 | 0% | ? | 15
CC(OC(=O)c1ccc2ccccc2c1)C(=O)N(C)Cc1ccccc1 (configuration not stated) | 5% | -10% | 9 | · | 1 | -5% | -5 | · | · | ·
CCC/C=C1/CCCOC(C(=O)NCc2ccccc2)(C(F)(F)F)C1 (configuration not stated) | · | 14% | -13 | · | · | -4% | -5 | · | · | 0
COc1cc2c(cc1OC)C(c1ccc3c(c1)OCO3)CC(=O)N2 (configuration not stated) | -1% | 13% | -20 | 1% | -2 | -1% | 10 | 3% | -6% | 5
COc1ccc(OC)c(NC(=O)C2CCN(S(=O)(=O)c3ccc4c(c3)OCCO4)CC2)c1 | 2% | -3% | 6 | · | -3 | -2% | 1 | · | · | ·
Nc1nnc(-c2cn(-c3ccccc3)nc2-c2ccccc2)o1 | -7% | 15% | -27 | 1% | 17 | -7% | -4 | -5% | 7% | 3
CCc1ccc(Nc2nnc(SCC(=O)Nc3cccnc3Cl)s2)cc1 | 6% | -1% | -1 | 2% | ? | -4% | -6 | 0% | -4% | -1
Cc1cc2c(cc1S(=O)(=O)N(C)C1CCCCC1)OCC(=O)N2 | 5% | -20% | -19 | · | 11 | -1% | -2 | · | 0% | 2
O=C(Nc1ccc(F)c(Cl)c1)Nn1cnnc1 | 15% | · | · | 11% | 0 | · | · | -4% | 40µM* | ·
c1ccc(-n2nnc3cnccc32)cc1 | 10% | 8% | -33 | -2% | -1 | 14% | -6 | 6% | 7% | 3
O=C(Nc1ccccc1C(F)(F)F)c1cc2ncc(CCCl)cn2n1 | -1% | -2% | -6 | 12% | 17 | -3% | 22 | · | -4%[11.5 µM] | 2

Single records, from the list above. Order of screens: AT treatment | a7 integrin act | KCNH2 3.1 inh | MLL CXXC-DNA inh | TRPV1 ag | ASM inhibitor | KCNH2 WT inh | GALK inh | MBNL1-CUG inh | Coupling enz
`Nc1ccc2oc(-c3cccc4ccccc34)nc2c1` is entered as 9% | -4% | -11 | ? | 6 | -21% | 8 | -1% | 22% | -1
`CC(OC(=O)c1ccc2ccccc2c1)C(=O)N(C)Cc1ccccc1` (configuration not stated) is entered as 5% | -10% | 9 | · | 1 | -5% | -5 | · | · | ·

Screening data deposited in PubChem by National Center for Advancing Translational Sciences (NCATS).
